# High-throughput results (PubChem BioAssay)
# GSH bead fluor = compound fluoresces at 488/530 nm on GSH beads. GSH beads flow cytometry, compound fluorescence 488/530 nm; stronger effect = higher value. fluorescence (KMESF) at 10 µM. 190,000 compounds, 0.25% hits. AID 1776; in the data active = fluorescence above about 89;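 note: glutathione beads carrying GST-tagged Bcl family fusion proteins plus one bare bead set; values are compound well signal with DMSO vehicle wells as background; inactives centre near 16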
# Mcl1 Noxa PPI = Mcl-1/Noxa interaction inhibition. Q07820. TR-FRET Mcl-1/Noxa peptide binding, 2 h. inhibition, % at 21.7 µM. 220,000 compounds, 1.5% hits;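 active = compounds that cut the protein-peptide binding signal by more than 50% relative to plate controls in a single-dose test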;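 note: His-tagged Mcl-1 with rhodamine Noxa BH3 peptide and terbium anti-His antibody; 0% = Mcl-1 plus Noxa peptide wells and 100% = peptide-only wells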
# Target sequence (Q07820 whole entry, looked up): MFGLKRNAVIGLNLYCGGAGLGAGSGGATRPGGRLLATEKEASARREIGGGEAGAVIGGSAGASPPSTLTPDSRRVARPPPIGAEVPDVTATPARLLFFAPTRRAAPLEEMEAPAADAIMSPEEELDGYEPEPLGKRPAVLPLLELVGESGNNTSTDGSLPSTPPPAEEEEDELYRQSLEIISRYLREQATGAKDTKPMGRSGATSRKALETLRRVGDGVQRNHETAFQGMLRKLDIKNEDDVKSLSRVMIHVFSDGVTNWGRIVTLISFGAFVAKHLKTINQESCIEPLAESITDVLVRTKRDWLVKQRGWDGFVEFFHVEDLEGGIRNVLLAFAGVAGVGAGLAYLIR
# Rac1 wt GTP bind = human Rac1 wildtype GTP binding, inhibitors and activators; AID 757; GST-Rac1 beads, fluorescent GTP binding, flow cytometry; actives lie on both sides; 0 = cold GTP competed, 100 = untreated; 190,000 compounds, 0.27% hits; GTP binding activity (% of control), % at 10 µM;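 active = GTP binding activity at least 20 points away from the 100% control level, either lower or higher; inconclusive = compound flagged as likely green fluorescent, judged across all proteins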
# Rab2 wt GTP = changes GTP binding to wildtype dog Rab2A, up or down; AID 760; GST-Rab2 wt beads, Bodipy-GTP binding, flow cytometry; GTP binding activity, % at 10 µM; P61105; 190,000 compounds, 0.19% hits;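 active = GTP binding activity at least 20 points away from 100%, either lowered or raised; inconclusive = signal likely due to the compound's own green fluorescence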;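 note: 0% = beads with excess unlabeled GTP and 100% = no-compound control corrected for plate trend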
# Cdc42 wt GTP = modulators (inhibitors or activators) of GTP binding to human Cdc42 wildtype; P60953; GST-Cdc42 beads, Bodipy-GTP binding, flow cytometry; actives lie on both sides; percent activity (GTP binding), % at 10 µM; 190,000 compounds, 0.2% hits;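 active = percent activity GTP binding at least 20 points away from the 100% baseline, either down as inhibitor or up as activator; inconclusive = compound flagged as likely green fluorescent from well-wide comparison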;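 note: median bead fluorescence of bound Bodipy-FL-GTP at 100 nM; 0% = excess unlabeled GTP control and 100% = no compound control; below 100% means less GTP binding so inhibitor and above means activator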
# Target sequence (P60953 whole entry, looked up): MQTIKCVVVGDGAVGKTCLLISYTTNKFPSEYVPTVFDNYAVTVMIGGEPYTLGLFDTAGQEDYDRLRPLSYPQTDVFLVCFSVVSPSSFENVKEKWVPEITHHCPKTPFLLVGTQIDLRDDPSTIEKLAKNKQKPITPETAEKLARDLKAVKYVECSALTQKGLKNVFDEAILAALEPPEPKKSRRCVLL
# Mcl1-Bid inh = disrupts binding of human Mcl-1 to Bid peptide. 220,000 compounds, 0.97% hits. Q07820. inhibition, % at 21.7 µM. TR-FRET Mcl-1/Bid-Dy647 peptide binding, 1536-well;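 active = compounds that cut the binding signal by more than half at the single screening dose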;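 note: His-tagged Mcl-1 with europium anti-His antibody binding Bid BH3 peptide; 0% = Mcl-1 plus peptide wells and 100% = peptide-only wells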
# Rab7 wt modul = alters GTP binding to wildtype dog Rab7; GST-Rab7 beads, fluorescent GTP binding, flow cytometry; actives lie on both sides; untreated = 100%, excess cold GTP = 0%; GTP binding activity (percent of control), % at 10 µM; 190,000 compounds, 0.055% hits; AID 758;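 active = fluorescent GTP binding to Rab7 beads changed by at least 20 points from the 100% baseline, either direction, mostly lower; inconclusive = compound itself probably fluorescent, or too few beads counted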;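 note: median green fluorescence of bound Bodipy-FL-GTP per Rab7 bead population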
# Rac1 act GTP bind = alters GTP binding to activated mutant human Rac1; P63000; GST-Rac1 activated beads, fluorescent GTP binding, flow cytometry; actives lie on both sides; 100% means binding = to untreated wells; percent activity (GTP binding), % at 10 µM; 190,000 compounds, 0.11% hits;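 active = GTP binding at least 20 percentage points away from the 100% baseline, in either direction, so actives lie on both sides; inconclusive = Compound likely fluorescent itself, or too few beads counted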
# Avidin bead fluor = avidin bead compound fluorescence profile. Avidin beads, compound fluorescence 488/530 nm, flow cytometry; stronger effect = higher value. fluorescence (KMESF) at 10 µM. 220,000 compounds, 0.38% hits. AID 1775; in the data active = fluorescence above about 47; note: inactives centre near 10
# HRas wt GTP bind = modulators of GTP binding to human HRas wildtype. 190,000 compounds, 0.14% hits. P01112. GTP binding activity, % at 10 µM. GST-Ras wt beads, Bodipy-FL-GTP binding, flow cytometry; actives lie on both sides;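 active = GTP binding activity at least 20% away from the 100% baseline, either lowered as inhibitor or raised as activator; inconclusive = flagged as likely green fluorescent, judged across all proteins in the well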;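 note: 0% = unlabeled GTP competition control and 100% = no-compound control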
# Target sequence (P01112 whole entry, looked up): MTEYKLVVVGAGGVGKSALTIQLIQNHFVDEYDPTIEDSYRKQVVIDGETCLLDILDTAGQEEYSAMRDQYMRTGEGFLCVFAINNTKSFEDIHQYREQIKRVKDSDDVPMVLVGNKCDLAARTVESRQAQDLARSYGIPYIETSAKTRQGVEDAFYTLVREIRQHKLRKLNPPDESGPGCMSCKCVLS
# Pf gametocyte = kills late stage P. falciparum gametocytes | P. falciparum stage V gametocytes, ATP luminescence, 24 h | inhibition, % at 10.9 µM | 150,000 compounds, 0.065% hits | AID 743093;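 active = inhibition above the mean plus 3 SD of compounds within the control limits, set per campaign, cut at about 38% in these data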;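 note: 0% = DMSO wells and 100% = medium only without gametocytes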
# The depositor's hits bear a star; u = inconclusive; x = no result given.
SMILES,GSH bead fluor,Mcl1 Noxa PPI,Rac1 wt GTP bind,Rab2 wt GTP,Cdc42 wt GTP,Mcl1-Bid inh,Rab7 wt modul,Rac1 act GTP bind,Avidin bead fluor,HRas wt GTP bind,Pf gametocyte
CN1CCc2c(OCC(=O)N3N=C(c4cccs4)CC3c3ccc(F)cc3)cccc2C1=O (stereo not given),12,10,103,95,100,54*,98,97,15,97,x
Cn1c(N)c(C(=O)COC(=O)c2nc(Cl)ccc2Cl)c(=O)n(C)c1=O,12,18,84,85,87,-11,89,89,10,87,12
CCCC1CCC(c2nc(-c3cccnc3)no2)CC1 (stereo not given),37,2,100,97,100,4,98,97,7,98,16
CCc1cc2c(=O)[nH]c(Cc3ccc(Cl)cc3)nc2s1,42,14,101,96,97,5,97,99,6,95,-26
COc1ccc(NS(=O)(=O)c2ccc(OC)c(N(C)S(=O)(=O)c3ccc(Cl)cc3)c2)cc1,20,3,104,106,105,-34,98,101,8,106,2
Cc1ccc(S(=O)(=O)NCCC(=O)Nc2ccc(Cl)c(Cl)c2)cc1,8,19,97,95,100,13,98,97,3,94,x
CN(C1=C(NC(=O)c2ccc(Cl)cc2)C(=O)c2ccccc2C1=O)c1ccccc1,15,19,102,97,97,-54,97,98,18,98,10
CCN(c1cccc(C)c1)S(=O)(=O)c1cccc2nsnc12,12,2,104,102,103,-36,102,99,8,102,x
Cc1ccccc1Nc1nc(N)nc(CN2CCN(Cc3ccc4c(c3)OCO4)CC2)n1,20,-7,106,97,97,-36,103,99,9,100,2
O=c1nc(Nc2ccccc2)sc2ccc([N+](=O)[O-])cc12,18,54*,99,99,105,2,101,98,8,98,-16
O=C(CNC(=O)C1CCCCC1)Nc1cc(Cl)ccc1Cl,6,-8,103,101,99,-4,100,104,2,104,-2
O=C(COc1cccc2cccnc12)Nc1ccccc1,12,3,97,98,95,-7,104,93,19,99,x
COc1cc(Cl)c(C)cc1NC(=O)CSc1nnc(-c2ccco2)n1CC(C)C,4,22,103,98,102,-6,99,100,6,102,-1
Nc1c(S(=O)(=O)c2ccccc2)c2nc3ccccc3nc2n1C1CC1,11,14,78*,86,82,23,91,90,16,85,10
O=C(/C=C1\NC2(CCCC2)Cc2ccccc21)N1CCOCC1,16,5,102,105,105,-26,106,101,11,104,x
Cc1ccc(-c2nnc(SCC(=O)OC(C)C)n2N)cc1,12,-7,92,92,94,-11,96,91,38,95,-3
O=C(COc1ccccc1)NNC(=O)COc1ccc([N+](=O)[O-])cc1,13,-4,103,105,105,-12,110,97,8,103,-13
COc1ccc(Cl)cc1NC(=O)COc1cccc(-n2cnnn2)c1,16,6,97,95,97,-2,95,96,24,96,x
CCCCCOC(=O)Cc1c(O)c2ccccc2n(C)c1=O,14,2,104,102,101,-21,101,99,10,102,-34
CCCCc1ccc(-c2nc(NC(=O)C3C4CCC(O4)C3C(=O)O)sc2C)cc1 (stereo not given),27,4,100,97,100,-54,100,96,4,99,x
CCN(/N=C/C=C/c1ccccc1)c1cc(=O)n(C)c(=O)[nH]1,20,13,104,100,101,-28,100,100,14,99,-53
Cc1ccc(-c2nn(-c3cc(Cl)ccc3[N+](=O)[O-])c(=O)c3ccccc23)cc1C,13,3,102,101,97,-28,102,100,5,100,3
COCCNC(=O)CSc1nc2ccccc2c(=O)n1-c1cccc(OC)c1,17,11,104,102,103,-8,101,100,34,103,x
CC(NC(=O)c1ccccc1)c1ccc(F)cc1 (stereo not given),21,-9,108,99,103,2,102,98,12,98,13
COc1ccccc1NC(=O)Cc1csc(NC(=S)Nc2ccccc2)n1,33,-29,101,99,100,-35,101,94,15,101,24

# Going on with the list:
SMILES,GSH bead fluor,Mcl1 Noxa PPI,Rac1 wt GTP bind,Rab2 wt GTP,Cdc42 wt GTP,Mcl1-Bid inh,Rab7 wt modul,Rac1 act GTP bind,Avidin bead fluor,HRas wt GTP bind,Pf gametocyte
NC(=O)c1ncc(C(F)(F)F)cc1Oc1ccc(F)cc1,11,-21,105,102,106,-1,101,98,24,103,-3
Cn1c(=O)n(CCc2ccccc2)c(=O)c2c1nc1n2CCCN1Cc1ccccc1,5,7,103,100,102,-23,100,101,4,99,-33
COc1ccc(C2CC(c3ccccc3)=NN2C(=O)COC(=O)c2cccnc2)cc1 (stereo not given),17,29,100,97,100,28,98,98,6,99,-9
CCOc1ccc2[nH]c(=O)c(CN(Cc3ccc(F)cc3)C(=O)N3CCCC3)cc2c1,26,6,99,99,96,-15,98,98,10,96,-28
CCS(=O)(=O)N1CCC(C(=O)N2CCc3ccccc3C2)CC1,30,-6,108,103,104,-58,101,101,13,103,x
Cc1nnc(-c2cnn(C)c2N)n1CCCN1CCOCC1,11,17,102,99,95,-19,106,97,11,99,x
O=C(N/N=C/c1ccc(COc2ccc(Br)cc2)o1)c1ccco1,6,1,u,u,u,-11,u,u,3,u,-27
COc1nc(-c2ccccc2)nnc1-c1ccccc1,11,12,96,100,96,-12,105,95,14,99,6
CCOCC(=O)Nc1cc(Cl)c(OC)cc1OC,26,2,101,100,97,-17,105,97,13,102,x
Cc1c(Cl)cccc1NC(=O)CCCN1C(=O)CCC1=O,46,-3,107,101,105,-19,105,101,7,105,x
Cc1cc(C)c(-c2cc(C(=O)Nc3c(C)n(C)n(-c4ccccc4)c3=O)[nH]n2)c(O)c1,17,3,105,104,104,-24,103,101,3,102,-1
C#CC(=O)N(c1ccc(OC)c(OC)c1)C(C(=O)NC1CCCC1)c1cccs1 (stereo not given),25,3,90,95,91,2,95,90,12,93,x
O=C(Cn1c(-c2cncs2)nc2ccccc21)NC1CCCC1,27,-12,95,94,99,-14,93,96,10,96,-9
COc1ccc2[nH]cc(C(=O)CN3CCCC(C)C3)c2c1 (stereo not given),27,12,102,100,101,-30,100,99,12,100,x
CC(C)[C@H](NS(=O)(=O)c1ccccc1)C(=O)OCC(=O)NC(=O)c1cccn1C,17,8,107,103,108,-10,98,103,34,104,x
CCC1CCCCN1C(=S)NC(=O)c1ccc([N+](=O)[O-])cc1 (stereo not given),20,17,103,95,102,-18,99,99,12,98,4
CCN(CC(=O)NCc1cccs1)C(=O)c1ccccc1F,17,3,98,96,98,-47,94,96,11,95,1
Cn1cccc1C(=O)NC(=O)COC(=O)C12CC3CC(CC(O)(C3)C1)C2,26,8,99,101,99,-19,101,99,13,98,2
O=C(NC(=S)NCc1ccccc1)c1cccnc1,12,9,97,98,97,-13,101,99,23,98,-17
CC(=O)NCCC(=O)Nc1sc2c(c1-c1nc3ccccc3[nH]1)CCCC2,16,11,104,98,101,-25,99,98,24,99,x
CCC(C)NC(=O)CNC(=S)N(CCCN1CCOCC1)Cc1cccs1 (stereo not given),12,10,101,100,101,-27,100,102,11,99,x
CCn1ncc(/C=C/C(=O)NCc2cnn(C)c2C)c1C,54,-8,98,95,97,-36,98,94,6,96,7
COc1cccc(C2C(C(C)=O)=C(O)C(=O)N2CCc2c[nH]c3ccccc23)c1 (stereo not given),30,-25,107,101,101,-43,99,100,13,100,x
CNC(=O)c1ccc(OC2CSC2)cc1,29,11,108,102,107,-21,101,101,12,103,x
CCOC(=O)c1c(-c2ccco2)csc1NC(=O)CSc1nnc(N)s1,13,30,100,102,101,80*,101,100,11,101,-19

# Next section.
SMILES,GSH bead fluor,Mcl1 Noxa PPI,Rac1 wt GTP bind,Rab2 wt GTP,Cdc42 wt GTP,Mcl1-Bid inh,Rab7 wt modul,Rac1 act GTP bind,Avidin bead fluor,HRas wt GTP bind,Pf gametocyte
CCCOc1ccc(-c2nnn(CC(=O)N3CCC(C)CC3)n2)cc1,27,5,100,95,97,4,96,96,37,96,x
COc1ccc(NC(=O)CCN2CCCC(C)C2)cc1 (stereo not given),20,1,104,102,102,-8,98,99,35,98,18
Clc1ccccc1CSc1nnc(-c2ccncc2)o1,20,-4,103,103,104,-3,101,100,6,103,-31
CCC(C)NC(=O)C1CCC(=O)N(c2cc(OC)c(OC)c(OC)c2)C1c1ccc(OC)cc1 (stereo not given),19,-13,102,97,99,-11,96,97,18,99,5
N#Cc1ccc(COn2nnc3ccccc32)cc1,13,-2,98,95,92,-33,95,95,9,96,2
Cc1ccc(Nc2nc3c([nH]2)c(=O)n(C)c(=O)n3C)cc1,17,13,95,93,96,-28,95,93,25,96,x
O=C(O)C1C2CCC(O2)C1C(=O)NCc1ccncc1 (stereo not given),31,14,97,96,99,-29,95,98,11,97,x
CC(=O)c1ccc(NC(=O)CSc2nnc(Cn3c(=O)sc4ccccc43)n2C)cc1,17,-1,105,102,104,-3,106,100,25,103,x
Cc1cccc(OCC(=O)Nc2sc3c(c2C#N)CCC3)c1,39,5,99,98,100,-18,99,95,9,98,x
O=C(COc1cccc2ccccc12)N1CCN(c2ccccc2)CC1,15,-6,104,101,104,-72,100,101,6,101,-11
Cc1nnc(NC(=O)C2CCCN(c3ncccn3)C2)s1 (stereo not given),41,6,99,98,98,-6,97,97,8,101,27
COC(=O)CCCCC1SCC(NC(=O)c2ccccc2)C1=O (stereo not given),21,-5,101,98,99,-45,100,98,7,100,x
c1coc(CNC2C3CC4CC(C3)CC2C4)c1 (stereo not given),29,8,97,95,97,-1,90,96,8,91,x
CCCn1cnc2cc(NCc3ccccn3)ccc21,19,13,104,102,103,-51,104,99,5,103,x
O=C(NCc1ccc2c(c1)OCO2)NC1CCCCC1,22,-29,99,97,96,-9,102,99,6,99,-14
CCS(=O)(=O)Nc1cccc(C2=NN(S(=O)(=O)c3ccc(C)cc3)C(c3cccs3)C2)c1 (stereo not given),10,11,105,102,104,-32,104,103,4,104,-2
CC(N=C1NS(=O)(=O)c2ccccc21)C(=O)NCCCc1ccccc1 (stereo not given),70,-1,96,97,95,-5,103,94,13,98,-14
Cc1c(Cl)cccc1NC(=O)C1Cc2ccccc2CN1C(=O)c1ccccc1 (stereo not given),19,5,101,98,102,-1,101,98,14,98,x
Cn1nc(-c2ccccc2)c(C(=O)Nc2ccc(Cl)cc2)c1Cl,35,5,100,98,96,-1,101,97,7,98,x
COc1ccc(-c2cc(C(=O)Nc3cc(S(=O)(=O)N4CCOCC4)ccc3N3CCOCC3)c3ccccc3n2)cc1,13,-9,102,100,94,-13,104,98,11,99,x
COCCn1c(SCC(=O)Nc2ccc(S(N)(=O)=O)cc2)nc2ccccc21,10,12,112,102,102,-39,105,102,7,102,x
CC(=O)Nc1cccc(OCC(=O)Nc2ccc(F)cc2)c1,14,15,97,99,96,-26,99,98,12,98,x
